# TDP2 absorb: blocks human TDP2 phosphodiesterase activity; recombinant TDP2, T5PNP hydrolysis, p-nitrophenol absorbance 415 nm; 370,000 tested, 0.34% active; inhibition, % at 12.8 µM;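 active = inhibition above the mean of all tested compounds plus 3 SD, set per campaign, cut at about 25% in these data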;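 note: 0% = DMSO with enzyme and 100% = buffer with substrate but no TDP2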
# Target sequence (O95551 whole entry, looked up): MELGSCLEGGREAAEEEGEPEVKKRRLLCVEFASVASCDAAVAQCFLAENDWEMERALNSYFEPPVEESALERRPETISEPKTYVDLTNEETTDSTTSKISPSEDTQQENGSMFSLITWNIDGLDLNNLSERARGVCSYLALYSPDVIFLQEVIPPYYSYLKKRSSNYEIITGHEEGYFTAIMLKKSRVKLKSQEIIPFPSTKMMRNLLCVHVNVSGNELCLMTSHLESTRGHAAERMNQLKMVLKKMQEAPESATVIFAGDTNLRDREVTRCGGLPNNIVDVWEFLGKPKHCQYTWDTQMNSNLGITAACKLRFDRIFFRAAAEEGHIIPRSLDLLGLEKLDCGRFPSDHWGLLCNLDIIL
#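 Test system: Human TDP2 enzyme | Reagent: 5 mM T5PNP | Compound dosing: 12.8 µM single point, 1% DMSO | Incubation: Enzyme reaction with compound for 2 h at 37 °C | Technique: p-Nitrophenol epi absorbance | Read-out: % inhibition relative to enzyme-containing and enzyme-free wells | Benchmarks: High control without enzyme, low control DMSO plus TDP2 | Replicates: Singlicate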
# ADAM10 inh: inhibits human ADAM10 | recombinant ADAM10, EDANS/DABCYL FRET peptide cleavage, 3 h | inhibition, % at 7 µM | O14672 | 370,000 tested, 0.62% active | AID 720582;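 active = inhibition above a per-campaign cutoff equal to the mean of compounds falling between control-based bounds plus 3 SD, cut at about 20% in these data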;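 note: 0% = DMSO wells while the 100% control is not disclosed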
# ADAM17 inh: inhibits human ADAM17. inhibition, % at 6.95 µM. P78536. 370,000 tested, 0.83% active. recombinant ADAM17, EDANS/DABCYL FRET peptide cleavage;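 active = inhibition above the mean of compounds lying between control limits plus 3 SD, set per campaign, cut at about 8.5% in these data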;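 note: 0% = DMSO-only wells as the low control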
# Target sequence (P78536 215-824 limits assumed): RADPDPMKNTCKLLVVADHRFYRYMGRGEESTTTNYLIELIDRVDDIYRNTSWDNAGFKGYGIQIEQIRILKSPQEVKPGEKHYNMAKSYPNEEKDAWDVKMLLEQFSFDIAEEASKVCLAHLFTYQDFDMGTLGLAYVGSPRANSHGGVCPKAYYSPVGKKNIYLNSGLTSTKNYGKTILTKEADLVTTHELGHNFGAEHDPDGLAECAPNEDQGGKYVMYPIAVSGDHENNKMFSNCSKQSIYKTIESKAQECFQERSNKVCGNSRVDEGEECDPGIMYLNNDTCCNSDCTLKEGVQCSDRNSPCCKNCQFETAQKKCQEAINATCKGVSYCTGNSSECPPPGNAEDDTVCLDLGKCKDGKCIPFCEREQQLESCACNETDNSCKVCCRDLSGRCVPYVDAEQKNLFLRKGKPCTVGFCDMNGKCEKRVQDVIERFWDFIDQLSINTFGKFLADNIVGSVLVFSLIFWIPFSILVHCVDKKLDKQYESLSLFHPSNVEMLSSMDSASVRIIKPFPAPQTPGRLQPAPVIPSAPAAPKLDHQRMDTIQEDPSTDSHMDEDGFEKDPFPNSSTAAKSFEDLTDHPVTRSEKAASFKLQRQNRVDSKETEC
# ASAP1 GAP inh: blocks human ASAP1-stimulated Arf1 GTP hydrolysis | inhibition, % at 16.5 µM | GDP FP detection | Q9ULH1 | 360,000 tested, 0.19% active; in the data active = inhibition above about 25%;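 note: 0% = vehicle with enzyme and substrate and 100% = no enzyme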
# Tn7 DDE FP: DD(E)-Tn7 binding inhibition, primary FP screen. 370,000 tested, 0.13% active. FP displacement of FITC-Tn7 peptide from fibrin DD(E); 0% = median of compound wells per plate. P02675. inhibition, % at 8.3 µM;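 active = inhibition above the mean of compounds falling within the control limits plus 3 SD of them, cut at about 14% in these data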;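 note: 0% = plate median of compound wells and 100% = 10 µM Aha-Tn7 peptide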
#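 Assay system: human fibrin DD(E). Input: DD(E) 2 µM final. Medium: Tris buffer with calcium and detergent, pH 7.8. Compound dosing: single point at 8.3 µM. Timing: 10 min plus 3 h, room temperature. Technique: fluorescence polarization of the labelled Tn7 tracer. Read-out: percent inhibition. Replicates: singlicate testing.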
# DDE Tn6 FP inh: DD(E)-Tn6 binding inhibition, primary FP screen; AID 720509; inhibition, % at 8.3 µM; Fibrin DD(E) TRITC-Tn6 fluorescence polarization displacement; P02675; 370,000 tested, 0.21% active;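 active = inhibition above a per-campaign cutoff: mean of compounds within control limits plus 3 SD, cut at about 15% in these data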;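 note: 0% = median of all compound wells on the plate and 100% = blocking peptide control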
# proKLK7 act: proKLK7 (human) activation, primary screen; P49862; purified proKLK7, EDANS-DABCYL substrate fluorescence; 100% is mature enzyme control, 0% vehicle; activation, % at 7 µM; 370,000 tested, 0.9% active;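 active = activation above the mean of all tested compounds plus 3 SD, computed per campaign excluding outliers beyond control limits, cut at about 13% in these data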
# LEDGF integ inh: blocks HIV-1 LEDGF/p75-dependent DNA integration | inhibition, % at 3.7 µM | TR-FRET IN-LEDGF/p75 DNA integration, Eu/Cy5 | 370,000 tested, 0.64% active;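 active = inhibition above the screen-wide mean plus 3 SD, cut at about 13% in these data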;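 note: signal is the Cy5 over europium emission ratio at 671 and 618 nm; 0% = plate median of compound wells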
# ARFGAP1 inhibitor: inhibitors of rat ARFGAP1; Arfgap1-stimulated ARF1 GTP hydrolysis, GDP FP detection; 360,000 tested, 0.26% active; Q62848; inhibition, % at 16.5 µM;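 active = inhibition above a per-plate limit, mean inhibition of low control wells plus 3 SD, cut at about 25% in these data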;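 note: 0% = DMSO wells with enzyme and 100% = wells lacking Arfgap1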
# Target sequence (Q62848 1-136 limits assumed): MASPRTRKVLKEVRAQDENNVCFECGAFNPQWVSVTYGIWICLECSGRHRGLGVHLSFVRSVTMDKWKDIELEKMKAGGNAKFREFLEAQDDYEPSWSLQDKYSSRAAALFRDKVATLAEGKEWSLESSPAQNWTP
#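 Assay system: purified rat His6-Arfgap1 residues 1-136 (GAP domain); Reagent: human Δ17 ARF1 bound to GTP; Dosing: 16.5 µM single point, 1.26% DMSO; Times: GTP hydrolysis reaction 2 h at 25 °C; Signal: FP, GDP Alexa 633 tracer displaced from anti-GDP antibody, 620/688 nm; Measure: % inhibition from polarization.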
# PLC-gamma1 inh: PLC-gamma1 (human) inhibition, primary screen. 370,000 tested, 0.84% active. purified PLC-gamma1, fluorogenic substrate, fluorescence. AID 720700. inhibition, % at 12.2 µM; in the data active = inhibition above about 9.5%
# An asterisk follows results filed as active; / = no result given.
TDP2 absorb,ADAM10 inh,ADAM17 inh,ASAP1 GAP inh,Tn7 DDE FP,SMILES,DDE Tn6 FP inh,proKLK7 act,LEDGF integ inh,ARFGAP1 inhibitor,PLC-gamma1 inh
6,-7,-4,7,5,C#CC(=O)N(c1ccc(OC)cc1OC)C(C(=O)NC1CCCC1)c1cccs1 (stereo unspecified),0,-0.4,0,4,-1
3,-6,-3,4,-6,O=S(=O)(CCNCc1ccco1)NC1CCCCC1,3,0.8,2,6,-2
-7,2,-4,-11,8,Cc1nn(C)cc1-c1n[nH]c(=S)n1-c1ccc(F)cc1,3,-0.1,-4,7,0
15,4,1,-8,-3,COc1ccc(-n2nc(C(=O)NCC(=O)N3CCCCCC3)c3ccccc3c2=O)c(OC)c1,2,-0.5,2,1,-9
-10,13,7,3,-4,COc1ccccc1NC(=S)NNC(=O)c1cc(C)nn1C,6,0.1,-3,-5,8
3,-4,-3,-4,0,COc1cccc(CN2CCNC(=O)C2CC(=O)O)c1OC (stereo unspecified),6,0.3,2,17,0
3,14,0,-7,-4,CCN(CC)CC#CCOC(c1ccccc1)c1ccccc1,7,-0.3,1,-8,2
-2,-13,-3,7,-1,O=C(NCc1nnnn1-c1ccccc1)c1ccc2ccccc2c1,0,0.0,-2,2,4
8,-1,-2,10,4,O=C(Nc1ccc(S(=O)(=O)Nc2nccs2)cc1)c1nn(-c2ccc(F)cc2)ccc1=O,-1,0.2,2,4,-3
-3,5,2,-5,1,O=C(/C=C/c1ccccc1)NNC1=NS(=O)(=O)c2ccccc21,0,-0.6,-5,1,1
11,-36,-12,1,-2,CCOC(=O)c1[nH]c2ccccc2c1NC(=S)Nc1cccc(C)c1,0,-0.7,3,-8,-14
-4,-13,0,-7,1,COc1ccc(CCN2CC(C(=O)N(C)Cc3ccc4nsnc4c3)CCC2=O)cc1 (stereo unspecified),-8,0.4,1,1,0
0,1,-2,1,3,CSc1ccc(C(=O)C2CCCN(C(=O)CCCn3cncn3)C2)cc1 (stereo unspecified),9,0.1,-5,2,-1
-4,-18,-5,-5,-9,Cc1ccc(NC(=O)c2cc3nc(C)cc(C)n3n2)cc1,-11,0.5,2,-3,-10
-14,1,-2,7,-9,O=C(COC(=O)c1ccccc1SCC(=O)N1CCCC1)NC1CCS(=O)(=O)C1 (stereo unspecified),5,0.3,0,-3,1
2,-15,-4,4,1,O=C(Nc1ccc(S(=O)(=O)Nc2ccccn2)cc1)c1ccc(Cl)cc1Cl,-6,-0.3,-4,7,-5
-9,2,-1,7,5,CCCCC(OC(=O)CN1C(=O)COc2ccccc21)C(=O)NC1CCCCC1 (stereo unspecified),-5,0.0,-6,-4,2
-1,-29,-12,-2,1,Cn1cncc1C#Cc1c(C=O)n(C)c2ccccc12,0,-0.7,0,12,-442
-9,5,3,-4,-1,CCCC(=O)NNC(=O)CCC(=O)Nc1ccccc1Cl,12,-0.3,7,6,10*
9,-6,-9,1,5,CNC(=O)c1nn(-c2ccc(C)cc2)ccc1=O,7,1.1,3,6,-14
-5,-3,1,3,-1,O=C(NC(=S)Nc1cccc2ncccc12)c1ccco1,-6,-0.8,2,10,1
-11,-1,1,-5,0,CCCCc1nc2cc(C(=O)NCc3cc(C)n(C)n3)ccc2o1,-11,0.2,-2,4,3
-7,20*,10*,9,-7,O=C(NCC(F)(F)F)c1cc2c(c(-c3cccc(-c4ccccc4F)c3)n1)[C@@H](CCO)N(C(=O)CC1CC1)C2,6,0.5,1,4,2
-10,9,4,3,-2,COC(=O)[C@]12C[C@H](CC(=O)NCc3cccc(C(F)(F)F)c3)C(=O)N(CCC3=CCCCC3)C1=C[C@H](C(C)(C)C)O[C@@H]2C,1,-0.6,3,-1,1
-5,6,3,0,-5,O=S(=O)(CCN(CCS(=O)(=O)C(F)(F)F)CC1CCCO1)C(F)(F)F (stereo unspecified),-5,-0.9,3,11,7
-15,4,1,9,0,O=C1CC(C(=O)Nc2cccc(F)c2)n2ncnc2N1 (stereo unspecified),3,-0.3,2,-1,-1
7,-22,-12,-9,-6,O=C(NCc1nc2ccccc2[nH]1)c1cc2ccccc2oc1=O,3,0.3,1,-3,-3
6,-4,-1,-3,-5,CCCCn1c(N)c(N(CC(C)C)C(=O)C2CCN(S(=O)(=O)c3ccc(C)cc3)CC2)c(=O)[nH]c1=O,-3,0.3,3,-4,1
-3,-12,-1,-15,-7,CCCCn1c(N)c(N(CCOC)C(=O)CCN2C(=O)C3CC=CCC3C2=O)c(=O)[nH]c1=O (stereo unspecified),-6,0.4,-1,-5,1
4,-1,1,6,-4,Cc1cccc(C(=O)NCC(=O)N2CCN(S(=O)(=O)c3ccccc3)CC2)c1,5,-0.3,2,12,0
0,4,0,-8,1,O=C(Cn1nnc(-c2ccccc2-n2cnnn2)n1)N1CCCCC1,4,-0.5,2,-1,3
9,1,-4,2,7,COC(=O)c1ccc(NC(=O)c2ccc(C)cc2)o1,10,-0.2,1,-19,-5
-10,11,4,-1,8,CSc1ccc(CN2CCC(N3CCC(C(=O)NC4CC4)CC3)CC2)cc1,-1,-0.5,3,5,4
0,2,-1,10,1,O=C(NCc1ccccc1)C1=C[C@@H](c2csc3ccccc23)C[C@@H](OCCCCO)O1,3,-0.2,1,5,-9
-15,9,4,/,-12,COC(=O)[C@H](C)N(Cc1cn(Cc2ccccc2)nn1)S(=O)(=O)c1ccccc1Br,5,0.5,2,/,-1
1,-45,-13,0,-3,CC1CCCC(NC(=O)COC(=O)/C=C/c2ccc3c(c2)OCO3)C1C (stereo unspecified),-4,-1.8,1,9,-14
-10,10,2,-8,-5,O=C(NC1CCCc2ccccc21)c1cccc(Br)c1 (stereo unspecified),3,0.1,-1,7,3
5,-7,-7,1,-2,COc1cccc(Cn2c(=O)ccc3ccccc32)c1,6,-0.5,-4,-3,-3
-7,11,2,2,2,CCCC(=O)c1c[nH]c(C(=O)NCc2ccco2)c1,-5,-0.3,1,5,3
3,-2,-8,-2,1,CCn1c(SCC(=O)NC2CC2)nnc1-c1ccncc1,4,-0.5,-5,0,3
0,3,0,5,-5,O=C(CC(C(=O)N1CCc2ccccc21)n1ccnc1)NCC1CCCO1 (stereo unspecified),-5,-0.8,5,-3,3
4,17,4,3,4,COc1ccccc1N(CC(=O)NCCSCc1ccc(C)cc1)S(=O)(=O)c1ccccc1,14,0.4,1,4,-3
-2,7,0,-17,-3,Cc1ccc(S(=O)(=O)NC2CCCCCC2)cc1,14,0.1,3,-4,-1
6,3,-5,5,-3,CC(=O)NC(C)C(=O)OCC(=O)c1ccc(Cl)s1 (stereo unspecified),-4,0.3,2,3,3
13,-9,-2,-7,4,COc1ccc(S(=O)(=O)NC(CC(C)C)C(=O)NC(C)c2cccs2)cc1 (stereo unspecified),7,-0.8,0,-1,1
-2,-2,-4,1,5,O=C(NCCS(=O)(=O)c1ccc(Br)cc1)c1c(F)cccc1F,2,0.3,2,9,3
-1,1,-5,7,1,CC(C)c1ccc(S(=O)(=O)N2CCN(CCC(=O)Nc3ccc(N(C)C)cc3)CC2)cc1,-5,0.4,6,4,0
-6,-8,-1,2,-3,CCCCc1nc(NCc2ccccc2)c(C#N)c2c1COC(C)(C)C2,6,0.2,-5,-2,3
11,-148,-50,-14,-5,CCN1CCN(c2nc3c(C)cccn3c(=O)c2/C=C(\C#N)C(=O)NC)CC1,-11,2.8,-7,-8,-29
7,3,5,6,4,COc1cc(NC(=O)CCCc2c[nH]c3ccccc23)cc(OC)c1,2,0.3,1,23,-1

# Following part:
TDP2 absorb,ADAM10 inh,ADAM17 inh,ASAP1 GAP inh,Tn7 DDE FP,SMILES,DDE Tn6 FP inh,proKLK7 act,LEDGF integ inh,ARFGAP1 inhibitor,PLC-gamma1 inh
-6,-79,-19,-9,0,c1ccc(-c2cc3c(-n4cccc4)ncnc3o2)cc1,-1,-0.9,-2,-9,-54
3,-1,-6,12,5,CCC(=O)N1CCN(c2ccccc2NC(=O)COc2cccc(C)c2)CC1,-1,0.7,-3,22,-1
9,-4,-1,-1,-6,CC1=CCC2C(=O)N(c3ccc(N4CCOCC4)cc3)C(=O)C2C1 (stereo unspecified),2,0.2,-4,1,1
63*,-13,-4,16,4,COc1ccc2nc(NC(=O)CN3C(=O)NC4(CCCC4)C3=O)sc2c1,1,-0.7,-3,6,-2
-4,14,5,-23,5,O=C(CN1CCN(S(=O)(=O)c2ccc(Br)cc2)CC1)Nc1ccc2c(c1)OCCO2,-12,0.0,-3,0,4
-2,18,1,1,0,Cc1[nH]n(-c2ccc([N+](=O)[O-])cc2)c(=O)c1C=NCC1CCCO1 (stereo unspecified),1,-0.8,7,-3,0
-8,3,-2,4,3,CC(C)(C)C(=O)Nc1cccc(-c2nc3ccccc3c(=O)o2)c1,5,-0.4,-5,-1,-1
0,7,4,-1,-5,COc1ccc(C(C)=O)cc1COc1ccc([N+](=O)[O-])c(C)c1,-6,-0.1,0,-5,3
-8,-5,0,4,2,O=c1[nH]c(SCc2ccc(F)cc2)nc2c1cnn2-c1ccc(F)cc1,5,0.8,0,-8,0
2,2,-1,-4,-3,Cc1c(Cl)cccc1Nc1ccccc1C(=O)O,-4,-0.5,5,0,-9
4,-1,0,5,-2,Cc1cccc(NC(=O)NNC(=O)COc2ccc(Cl)cc2)c1,7,0.2,-2,2,-2
8,-5,-3,0,3,COc1ccc2[nH]c3c(c2c1)CCN1C(=O)C(CC(=O)NCCc2ccccn2)C[C@H](C(=O)N(C(C)C)C(C)C)[C@@]31C (stereo partly specified),1,0.6,0,0,-4
10,-1,-3,6,-2,Cc1c(Br)c([N+](=O)[O-])nn1CC(=O)Nc1sc2c(c1C(=O)OC(C)C)CCCC2,1,0.6,1,-2,0

# Five entries already listed, arranged by the number in ARFGAP1 inhibitor, highest first:
TDP2 absorb,ADAM10 inh,ADAM17 inh,ASAP1 GAP inh,Tn7 DDE FP,SMILES,DDE Tn6 FP inh,proKLK7 act,LEDGF integ inh,ARFGAP1 inhibitor,PLC-gamma1 inh
63*,-13,-4,16,4,COc1ccc2nc(NC(=O)CN3C(=O)NC4(CCCC4)C3=O)sc2c1,1,-0.7,-3,6,-2
2,2,-1,-4,-3,Cc1c(Cl)cccc1Nc1ccccc1C(=O)O,-4,-0.5,5,0,-9
-2,18,1,1,0,Cc1[nH]n(-c2ccc([N+](=O)[O-])cc2)c(=O)c1C=NCC1CCCO1 (stereo unspecified),1,-0.8,7,-3,0
-8,-5,0,4,2,O=c1[nH]c(SCc2ccc(F)cc2)nc2c1cnn2-c1ccc(F)cc1,5,0.8,0,-8,0
-6,-79,-19,-9,0,c1ccc(-c2cc3c(-n4cccc4)ncnc3o2)cc1,-1,-0.9,-2,-9,-54

# Compound activity: PubChem BioAssay, The Scripps Research Institute Molecular Screening Center
